From PubChem
pPAFAH FP inh – inhibitors of human plasma PAF acetylhydrolase (pPAFAH); recombinant pPAFAH, FP-rhodamine probe fluorescence polarization; hit rate 1.5% among 330,000; Q13093; inhibition, % at 3.39 µM; AID 463082;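 active = inhibition above the mean inhibition across the screen plus 3 SD, cut at about 25% in these data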;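 also: inhibitors block binding of the rhodamine activity-based probe so polarization drops; 0% = enzyme with DMSO and 100% = wells lacking pPAFAH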
LYPLA2 inh – blocks human lysophospholipase 2, a PME1 counter-screen | inhibition, % at 5.9 µM | recombinant LYPLA2, FP-Rh probe fluorescence polarization | O95372 | hit rate 0.38% among 320,000;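 active = inhibition above the screen-wide mean plus 3 SD, limit set per campaign, cut at about 26% in these data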;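 also: 0% = LYPLA2 with DMSO and 100% = wells lacking LYPLA2 enzyme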
PAFAH1B3 FP inh – PAFAH1B3 (human) inhibition. inhibition, % at 3.39 µM. recombinant PAFAH1B3, FP-rhodamine probe, fluorescence polarization. hit rate 0.28% among 340,000. Q15102;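 active = inhibition above the screen-wide average of all tested compounds plus 3 SD, cut at about 25% in these data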;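 also: 0% = enzyme with DMSO only and 100% = wells lacking PAFAH1B3 protein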
PAFAH1B2 inh – PAFAH1B2 (human) inhibition. AID 492953. inhibition, % at 3.39 µM. hit rate 1.2% among 340,000. P68402. recombinant PAFAH1B2, FP-rhodamine activity probe, fluorescence polarization;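 active = inhibition above the mean of all tested compounds plus 3 SD, cut at about 24% in these data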;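 also: 0% = enzyme with DMSO and 100% = wells lacking PAFAH1B2; many of its hits are not listed in these tables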
PME-1 primary – PME-1 (human) inhibition. Q9Y570. recombinant PME-1, FP-Rh probe fluorescence polarization. inhibition, % at 5.9 µM. hit rate 0.53% among 320,000;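 active = inhibition above the campaign mean of all compounds plus 3 SD, cut at about 26% in these data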;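 also: competitive labeling of PME-1 active site by serine hydrolase directed probe; 0% = PME-1 with DMSO and 100% = wells lacking PME-1 enzyme; inhibitors block probe labeling so polarization falls and inhibition rises; many of its hits are not listed in these tables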
GSTO1 inh – counter-screen for RBBP9 inhibitors: inhibitors of human GSTO1. hit rate 1.1% among 300,000. P78417. recombinant GSTO1, activity-based probe fluorescence polarization. inhibition, % at 5.96 µM. AID 1974;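 active = inhibition above the campaign mean inhibition plus 3 SD, cut at about 35% in these data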;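 also: 0% = GSTO1-1 with DMSO and 100% = wells lacking GSTO1-1 enzyme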
Target sequence (P78417 whole entry, looked up): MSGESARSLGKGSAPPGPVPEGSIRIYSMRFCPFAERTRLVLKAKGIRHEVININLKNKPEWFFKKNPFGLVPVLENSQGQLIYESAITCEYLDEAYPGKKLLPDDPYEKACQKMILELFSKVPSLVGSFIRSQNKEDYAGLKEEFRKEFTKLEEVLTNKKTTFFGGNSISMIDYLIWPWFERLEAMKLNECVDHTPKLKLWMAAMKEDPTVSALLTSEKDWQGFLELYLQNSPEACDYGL
LYPLA1 inh – counter-screen for PME1 inhibitors: inhibitors of human LYPLA1; hit rate 0.16% among 320,000; O75608; AID 2174; inhibition, % at 5.9 µM; recombinant LYPLA1, FP-Rh probe fluorescence polarization;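 active = inhibition above the mean of all tested compounds plus 3 SD, set per campaign, cut at about 14% in these data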;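 also: inhibitors block serine hydrolase probe labeling of LYPLA1 so polarization falls; 0% = enzyme with DMSO and 100% = wells lacking LYPLA1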
PAD4 inh – PAD4 (human) enzyme inhibition; inhibition, % at 6.36 µM; Q9UM07; AID 485272; hit rate 0.41% among 330,000; recombinant PAD4, RCA probe fluorescence polarization;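 active = percent inhibition above a cutoff equal to the mean of all tested compounds plus 3 SD, cut at about 15% in these data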;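 also: 0% = PAD4 with RCA probe and DMSO and 100% = probe without PAD4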
PREPL inh – inhibitors of human prolyl oligopeptidase-like enzyme PREPL | recombinant PREPL, fluorescence polarization activity-based probe | inhibition, % at 5.96 µM | hit rate 0.68% among 320,000; in the data active = inhibition above about 43%;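 also: 0% = enzyme with DMSO and 100% = wells lacking enzyme; many of its hits are not listed in these tables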
Target sequence (Q4J6C6 whole entry, looked up): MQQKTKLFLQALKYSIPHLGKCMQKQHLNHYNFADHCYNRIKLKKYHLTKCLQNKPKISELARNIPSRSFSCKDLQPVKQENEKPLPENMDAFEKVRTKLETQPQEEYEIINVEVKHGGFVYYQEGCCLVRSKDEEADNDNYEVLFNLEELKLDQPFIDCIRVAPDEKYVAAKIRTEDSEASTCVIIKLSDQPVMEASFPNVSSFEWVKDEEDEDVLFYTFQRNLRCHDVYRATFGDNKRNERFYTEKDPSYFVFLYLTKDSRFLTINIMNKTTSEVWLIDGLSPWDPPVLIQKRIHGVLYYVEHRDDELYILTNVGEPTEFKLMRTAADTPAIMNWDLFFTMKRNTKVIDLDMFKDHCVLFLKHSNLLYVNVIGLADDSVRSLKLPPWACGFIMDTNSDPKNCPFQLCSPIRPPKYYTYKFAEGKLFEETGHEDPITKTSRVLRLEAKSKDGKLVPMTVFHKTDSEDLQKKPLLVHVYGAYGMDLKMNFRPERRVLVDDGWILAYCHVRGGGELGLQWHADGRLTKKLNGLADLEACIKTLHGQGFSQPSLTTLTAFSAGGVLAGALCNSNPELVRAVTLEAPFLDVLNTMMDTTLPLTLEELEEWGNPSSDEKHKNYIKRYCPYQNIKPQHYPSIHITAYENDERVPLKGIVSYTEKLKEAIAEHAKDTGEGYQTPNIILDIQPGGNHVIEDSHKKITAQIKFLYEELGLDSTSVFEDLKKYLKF
The depositor's hits bear a star; / = not tested or not shown. These rows are one share of the data; count on the stated rates, not on these rows.

Preview (four entries):
SMILES	pPAFAH FP inh	LYPLA2 inh	PAFAH1B3 FP inh	PAFAH1B2 inh	PME-1 primary	GSTO1 inh	LYPLA1 inh	PAD4 inh	PREPL inh
COC(=O)c1sc(=S)n(-c2ccccc2)c1N	2	-3	8	1	4	-1	2	1	4
CCN(CC)c1nc(Oc2ccc(C(=O)OC)cc2)nc(N2CCOCC2)n1	4	-2	8	2	0	4	-1	-4	11
CC1(C)Cc2c(sc(NC(=O)C(=O)N3CCCC3)c2C#N)CO1	1	3	8	-5	5	8	-1	4	0
COC(=O)N/N=C/c1cccc(OC(=O)c2ccc3c(c2)OCO3)c1	-5	13	-3	1	-4	12	2	5	1

The listing (from the top)
SMILES	pPAFAH FP inh	LYPLA2 inh	PAFAH1B3 FP inh	PAFAH1B2 inh	PME-1 primary	GSTO1 inh	LYPLA1 inh	PAD4 inh	PREPL inh
COC(=O)c1sc(=S)n(-c2ccccc2)c1N	2	-3	8	1	4	-1	2	1	4
CCN(CC)c1nc(Oc2ccc(C(=O)OC)cc2)nc(N2CCOCC2)n1	4	-2	8	2	0	4	-1	-4	11
CC1(C)Cc2c(sc(NC(=O)C(=O)N3CCCC3)c2C#N)CO1	1	3	8	-5	5	8	-1	4	0
COC(=O)N/N=C/c1cccc(OC(=O)c2ccc3c(c2)OCO3)c1	-5	13	-3	1	-4	12	2	5	1
O[C@@H]1CN(C2CCCCC2)CC[C@H]1N1CCN(CCc2ccccc2)CC1	3	2	10	3	-2	-2	0	-2	-4
CSCC[C@H](NS(=O)(=O)c1ccc(C)cc1)C(=O)N1CCC(C(=O)N[C@@H](C)C(=O)O)CC1	2	5	10	1	0	1	2	0	3
CCOc1ccc(C2CC(c3ccc(OC)cc3)n3ncnc3N2)cc1 (configuration not stated)	-5	0	-6	13	2	4	7	0	-33
Cc1nn(Cc2ccccc2)c(=O)c2nn(-c3ccc(Cl)cc3)c(C)c12	8	-2	-1	7	-7	1	1	0	-1
O=C(c1ccccc1)N1CC(COc2ccccc2)OC(c2ccco2)O1 (configuration not stated)	-1	-4	1	-2	-4	11	0	-9	9
Cc1ccc2c(c1)N(C(C)C(=O)NCc1ccccn1)C(=O)CO2 (configuration not stated)	1	0	-1	3	4	6	5	7	6
O=C(CCSc1nnnn1-c1ccccc1)N1CCOCC1	2	-5	-5	1	-1	-4	-3	3	8
COc1ccc2c(c1)CCc1c(C(=O)NCc3ccc(F)cc3)noc1-2	1	0	-10	0	3	7	-1	-4	10
COc1ccc(Cc2noc(-c3ccccc3)n2)cc1OC	2	-3	1	1	5	-1	-2	-4	-2
COC1CCCN(C(=O)c2cccc(OC3CCN(S(=O)(=O)N(C)C)CC3)c2)C1 (configuration not stated)	2	1	0	-2	6	0	-1	10	4
COc1ccc(NC(=O)COC(=O)Cn2c(C)nc3ccccc32)cc1OC	0	2	-1	4	-5	2	-4	4	-3
CCCc1nnc(SCC(=O)N2CCCCC2)n1CC1CCCO1 (configuration not stated)	-4	3	6	3	2	-2	1	1	25
CC(C)(C)P(=O)(CO)c1ccccc1 (configuration not stated)	1	-1	6	5	1	-3	0	-5	1
Cc1cc(C)cc(NC(=S)NCc2cccn2C)c1	-1	2	1	6	2	2	-3	-4	11
CC(=O)Nc1ccc(Nc2nc3c(S(=O)(=O)c4ccc(C)c(C)c4)nnn3c3ccccc23)cc1	12	0	12	-1	11	0	2	0	15
COc1ccc(-c2cc(C(F)F)n3ncc(C(=O)N4CCCCC4)c3n2)cc1	4	4	1	-1	-6	0	-2	2	0
CCOC(=O)/C(C#N)=C/C1=C(N2CCCC2)CC(C)(CC)OC1 (configuration not stated)	3	4	6	2	1	-2	-3	1	15
Cc1cc(-c2ccccc2)nc(N/N=C/c2ccco2)n1	7	0	0	-2	7	4	3	-4	8
Cc1ccc(SCc2cc(=O)[nH]c(/N=C(\N)Nc3ccccc3Sc3ccccc3)n2)cc1	0	2	3	12	4	0	-1	-4	5
COc1cc(OC)c(OC)cc1CNC(=O)c1cc(=O)[nH]c2ccccc12	6	-1	6	0	-3	5	-4	0	3
CC(=O)c1c(COC(=O)c2ccccc2Cl)nc2ccccc2[n+]1[O-]	6	2	-12	2	4	6	0	-2	15
Cc1cc(C)n2nnnc2n1	2	9	2	1	1	1	3	0	10
Cc1cc(C)cc(C(=O)n2cnnc2N)c1	2	1	3	5	4	10	0	0	3
NS(=O)(=O)c1ccc(CCNC(=O)c2ccc(S(=O)(=O)N3CCCCC3)cc2)cc1	-2	-7	-4	1	0	1	-2	-3	12
COCCn1c(C(F)(F)F)ccc(NC(=O)c2ccccc2)c1=O	3	15	2	1	3	3	4	2	-6
COc1ccccc1NC(=O)CSc1nnc(CNC(=O)COc2ccc(Cl)cc2)o1	3	3	10	10	4	3	3	2	-13
O=C(NC(Cc1c[nH]c2ccccc12)C(=O)N/N=C/c1cccc2ccccc12)c1cccs1 (configuration not stated)	-8	-66	-43	-21	-61	-25	-39	-5	23
Cc1ccc(NC(=O)COC(=O)CSCC(=O)Nc2cc(C)on2)c(C)c1	4	4	5	5	-1	5	-2	0	-2
CCc1ccccc1N(C)C(=O)CCc1nc(-c2ccc(C)cc2)no1	4	-1	-4	5	0	1	-1	-3	5
NS(=O)(=O)c1ccc(CCNC(=O)CCC2COc3ccccc3O2)cc1 (configuration not stated)	-2	-3	4	1	-2	-2	0	-7	3
Cn1c(=O)[nH]c(=O)c2c1nc(N1CCCCCC1)n2CCOc1ccccc1	0	2	-5	3	2	5	1	-4	15
O=C(COC(=O)c1cccnc1Nc1cccc(C(F)(F)F)c1)NC1CCS(=O)(=O)C1 (configuration not stated)	7	6	-2	0	4	-5	6	2	1

Whole records, quoted from the list. Values in the order: pPAFAH FP inh | LYPLA2 inh | PAFAH1B3 FP inh | PAFAH1B2 inh | PME-1 primary | GSTO1 inh | LYPLA1 inh | PAD4 inh | PREPL inh
`CCOC(=O)/C(C#N)=C/C1=C(N2CCCC2)CC(C)(CC)OC1` (configuration not stated) in the list: 3 | 4 | 6 | 2 | 1 | -2 | -3 | 1 | 15
`COC(=O)N/N=C/c1cccc(OC(=O)c2ccc3c(c2)OCO3)c1` in the list: -5 | 13 | -3 | 1 | -4 | 12 | 2 | 5 | 1
`O=C(CCSc1nnnn1-c1ccccc1)N1CCOCC1` in the list: 2 | -5 | -5 | 1 | -1 | -4 | -3 | 3 | 8
`COc1ccc(Cc2noc(-c3ccccc3)n2)cc1OC` in the list: 2 | -3 | 1 | 1 | 5 | -1 | -2 | -4 | -2
`NS(=O)(=O)c1ccc(CCNC(=O)CCC2COc3ccccc3O2)cc1` (configuration not stated) in the list: -2 | -3 | 4 | 1 | -2 | -2 | 0 | -7 | 3

Next results.
SMILES	pPAFAH FP inh	LYPLA2 inh	PAFAH1B3 FP inh	PAFAH1B2 inh	PME-1 primary	GSTO1 inh	LYPLA1 inh	PAD4 inh	PREPL inh
COc1cc(OC)cc(C(=O)n2cnnc2N)c1	1	0	4	2	-6	10	-2	0	16
Cc1cc(C)c2c(N)c(C(=O)NN)sc2n1	18	5	12	5	32*	12	12	-9	30
COCCCNCCOCCOc1ccc(Cl)cc1C(C)(C)C	1	8	8	-4	6	2	5	1	10
COc1ccc2oc(C(=O)OCC(=O)N3CC(C)CC(C)C3)c(C)c2c1 (configuration not stated)	4	2	-1	8	6	5	-5	-4	5
CC(C)N(C(=O)CN1CCN(C(=O)C2COc3ccccc3O2)CC1)C(C)C (configuration not stated)	0	-4	9	6	1	/	0	-2	-3
CC(C)c1ccc(CN(C)C(=O)c2ccc(S(=O)(=O)NCc3ccco3)cc2)cc1	8	9	10	-1	9	/	0	-1	20
Cc1nc(SCc2ccc(C(=O)O)cc2)nc2c1CCCC2	7	5	-3	3	-5	-9	2	-4	-11
COCCCNC(=O)Cn1cnc2c(NCc3ccccc3)ncnc21	3	/	7	-4	/	/	/	2	/
CCN(CC)S(=O)(=O)c1ccc(NC(=O)CN(c2cccc(C)c2)S(C)(=O)=O)cc1	5	-1	1	2	5	-5	-2	2	0
Cc1nn(CC(=O)NCCCN2CCN(Cc3ccccc3)CC2)c(=O)c2cc(-c3ccccc3)nn12	4	11	-2	2	-1	3	-4	2	4
O=C(CNC(=O)c1ccc(Br)o1)Nc1ccncc1	9	4	3	1	-6	-5	3	1	4
COc1ccc(N(C(=O)COc2ccc(C)cc2)S(=O)(=O)c2ccc(C)cc2)cc1	8	4	10	6	0	12	0	2	-2
COc1cccc(CNC(=O)N[C@@H](C)C(=O)O)c1	0	0	3	4	2	0	-1	1	0
COc1ccccc1N1CCN(/N=C/c2cc(OC)c(O)c(OC)c2)CC1	9	2	12	4	6	4	1	-2	10
CCN(CC)S(=O)(=O)c1ccc2c(c1)c(=O)c(C(=O)NCc1ccc3c(c1)OCO3)cn2C	-1	-6	/	/	-3	1	-2	-5	2
O=C(O)Cc1csc(NC(=O)CSc2cccc(C(=O)O)n2)n1	5	1	/	/	-5	-1	2	0	7
OCC1(CCOc2ccccc2)CCN(Cc2cc(Cl)ccc2O)CC1	3	10	9	0	4	1	4	2	-11
O=C(CCc1nc2ccccc2[nH]1)Nc1ccc(F)cc1	1	4	1	2	3	4	-1	-1	-1
CN(CC(=O)Nc1cccc(F)c1)CC(=O)Nc1ccccc1Oc1ccccc1	4	-6	6	11	5	-4	-5	-4	-18
CCc1[nH]c(=S)c(C#N)c(-c2ccccc2)c1C(=O)OC	4	3	6	3	-1	0	1	1	0
O=C(c1ccc(CSc2ccccc2)cc1)N1CCN(c2ccccc2)CC1	2	9	12	5	-2	4	-3	-2	26
Cc1cnc(NC(=O)c2ccc(-c3nc4ccccc4s3)o2)s1	-3	-16	-9	2	-2	-12	-12	-1	-10
CCC1(c2ccccc2)NC(=O)N(CC(=O)N2CC(=O)Nc3ccccc32)C1=O (configuration not stated)	-1	-3	5	5	2	/	-3	0	-20
COc1cc2c(cc1OC)CN(C(=O)C1CCCN1S(=O)(=O)c1ccc(F)cc1)CC2 (configuration not stated)	-8	-5	-3	-6	5	2	-2	-1	9
CCc1ccc(NC(=O)CNCc2ccc(OC)c(OC)c2)cc1	5	8	1	9	1	8	9	-3	15
O=C(NC1CCCCC1)C(c1ccc(F)cc1)N(CCCN1CCOCC1)C(=O)c1ccc(CN2CCOCC2)o1 (configuration not stated)	-1	-4	6	6	-4	-1	0	2	10
CCCCCCNCC1OCc2ccccc2CO1	3	-1	-4	-2	-4	0	4	1	-5
Cc1cc(OCCCC(=O)NCCc2ccccn2)ccc1Cl	5	10	5	2	6	3	4	-1	-14
